Bioassay records from PubChem BioAssay.
PME-1 inh = PME-1 inhibitors via competitive probe labeling, primary screen, biochemical, fluorescence polarization, FP-Rh probe, HTS; inhibition, % at 5.9 µM; Protein phosphatase methylesterase 1 (Homo sapiens), Q9Y570; 320,000 tested, 0.53% active; recombinant PME-1;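 active means inhibition above the campaign mean of all compounds plus 3 SD, cut at about 26% in these data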;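 further: competitive labeling of PME-1 active site by serine hydrolase directed probe; 0% = PME-1 with DMSO and 100% = wells lacking PME-1 enzyme; inhibitors block probe labeling so polarization falls and inhibition rises; many of its hits are not listed in these tables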
Target sequence (Q9Y570 whole entry, looked up): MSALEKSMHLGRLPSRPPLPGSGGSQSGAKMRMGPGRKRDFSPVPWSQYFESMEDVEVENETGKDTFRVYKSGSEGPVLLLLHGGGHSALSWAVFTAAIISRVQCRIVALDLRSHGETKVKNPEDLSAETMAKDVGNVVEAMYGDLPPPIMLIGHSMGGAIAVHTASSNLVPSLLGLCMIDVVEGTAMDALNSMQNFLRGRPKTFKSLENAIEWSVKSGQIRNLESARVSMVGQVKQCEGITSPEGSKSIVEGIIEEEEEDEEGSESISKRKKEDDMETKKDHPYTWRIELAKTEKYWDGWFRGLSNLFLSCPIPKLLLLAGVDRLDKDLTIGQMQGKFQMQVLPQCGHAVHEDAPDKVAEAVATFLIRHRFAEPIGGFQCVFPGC
pPAFAH inh = pPAFAH enzyme inhibitors, primary screen, biochemical, fluorescence polarization, human | 330,000 tested, 1.5% active | Platelet-activating factor acetylhydrolase (Homo sapiens), Q13093 | AID 463082, 2010 | inhibition, % at 3.39 µM | recombinant pPAFAH, FP-rhodamine probe fluorescence polarization;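 active means inhibition above the mean inhibition across the screen plus 3 SD, cut at about 25% in these data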;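 further: inhibitors block binding of the rhodamine activity-based probe so polarization drops; 0% = enzyme with DMSO and 100% = wells lacking pPAFAH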
Fam108B inh = mouse Fam108B serine hydrolase inhibitors, primary screen, counter-screen for RBBP9 inhibitor project, biochemical, fluorescence polarization; 300,000 tested, 0.33% active; recombinant Fam108B, FP-Rh probe fluorescence polarization; inhibition, % at 9.51 µM;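 active means inhibition above the screen mean inhibition plus 3 SD, computed separately per campaign, cut at about 18% in these data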;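 further: inhibitors lower polarization as less probe binds the enzyme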
GLD-1 RNA inh = GLD-1/TGE RNA complex disruptors, primary screen, biochemical, fluorescence polarization; Female germline-specific tumor suppressor gld-1 (Caenorhabditis elegans), Q17339; inhibition, % at 5.96 µM; purified GLD-1 + fluorescein TGE RNA; 320,000 tested, 0.44% active;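 active means percent inhibition above a per-plate cutoff, the plate mean of test compounds plus 3 SD, cut at about 30% in these data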;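 further: 0% = DMSO wells with GLD-1 and probe and 100% = wells lacking GLD-1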
MCL1 BIM primary = inhibitors of MCL1 binding to BIM-BH3, primary screen, biochemical, fluorescence polarization; inhibition, % at 10.9 µM; GST-MCL1 / FITC-Bim-BH3 fluorescence polarization; 320,000 tested, 0.68% active;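 active means inhibition above the mean inhibition of all tested compounds plus 3 SD, set per campaign, cut at about 40% in these data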;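 further: 0% = DMSO wells and 100% = unlabeled Bim-BH3 peptide control; higher means more loss of mP so more displacement of Bim peptide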
MEX-5 binding = MEX-5 zinc finger RNA-binding disruptors – biochemical, C. elegans, fluorescence polarization, MLPCN library, primary screen. Zinc finger protein mex-5 (Caenorhabditis elegans), Q9XUB2. MEX-5/FITC-TCR2 RNA binding; stronger effect = lower value. activity score (negative = inhibition of binding), % at 10 µM. 300,000 tested, 0.38% active. AID 1832, 2009;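 active means inhibition past about -25% in most replicates, and total fluorescence under double the plate's negative control median, limit read from the data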;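 further: 0% = DMSO and -100% = 5 µM competing unlabeled TCR2 RNA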
AHR act = AHR activators, primary screen, cell-based, luminescence, luciferase reporter, human | AHR-responsive luciferase reporter cells | 320,000 tested, 2.5% active | Aryl hydrocarbon receptor (Homo sapiens), P35869 | AID 2796, 2010 | activation, % at 5 µM; in the data active means activation above about 47%;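 further: 0% = vehicle wells and 100% = reference agonist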
Bcl-xL primary = inhibitors of human Bcl-xL, primary screen, biochemical, fluorescence polarization, HTS | GST-Bcl-xL / FITC-Bim BH3 peptide fluorescence polarization | AID 2129, 2009 | Bcl-2-like protein 1 (Homo sapiens), Q07817 | 320,000 tested, 0.7% active | inhibition, % at 10.9 µM;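 active means inhibition above the mean of all tested compounds plus 3 SD, cutoff set per campaign, cut at about 30% in these data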;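 further: 0% = DMSO wells and 100% = unlabeled Bim-BH3 peptide competitor; inhibitors lower millipolarization by displacing the labeled peptide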
Target sequence (Q07817 whole entry, looked up): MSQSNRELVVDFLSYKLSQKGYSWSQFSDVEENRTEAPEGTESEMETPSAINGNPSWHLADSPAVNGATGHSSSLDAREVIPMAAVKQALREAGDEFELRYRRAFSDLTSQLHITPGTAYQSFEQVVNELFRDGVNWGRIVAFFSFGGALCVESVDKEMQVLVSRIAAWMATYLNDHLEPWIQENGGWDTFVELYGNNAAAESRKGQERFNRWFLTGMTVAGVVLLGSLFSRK
PAFAH1B2 inh = PAFAH1B2 enzyme inhibitors, primary screen, biochemical, fluorescence polarization, human; Platelet-activating factor acetylhydrolase IB subunit alpha2 (Homo sapiens), P68402; recombinant PAFAH1B2, FP-rhodamine activity probe; inhibition, % at 3.39 µM; 340,000 tested, 1.2% active;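 active means inhibition above the mean of all tested compounds plus 3 SD, cut at about 24% in these data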;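 further: 0% = enzyme with DMSO and 100% = wells lacking PAFAH1B2; many of its hits are not listed in these tables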
Target sequence (P68402 whole entry, looked up): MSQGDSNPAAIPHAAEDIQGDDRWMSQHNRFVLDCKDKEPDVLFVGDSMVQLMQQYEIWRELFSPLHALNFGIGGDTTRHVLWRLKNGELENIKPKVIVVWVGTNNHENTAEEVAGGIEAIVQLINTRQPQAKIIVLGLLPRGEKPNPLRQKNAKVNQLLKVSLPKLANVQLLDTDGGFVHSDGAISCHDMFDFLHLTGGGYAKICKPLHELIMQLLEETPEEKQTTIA
* hit, by the source's call; · = not tested or not shown. Not all compounds are listed; rates above refer to the full screens.

cpd | structure | PME-1 inh | PAFAH1B2 inh | GLD-1 RNA inh | Bcl-xL primary | AHR act
1 | CCn1cc(/C=C(\NC(=O)c2cc(OC)c(OC)c(OC)c2)C(=O)N2CCN(C)CC2)c2ccccc21 | -2 | 3 | -15 | 1 | 1
2 | CCOc1ccc2cc(C#N)c(SCC(=O)N3CCC(C)CC3)nc2c1 | 0 | 3 | 6 | 10 | 2
3 | O=c1c(Cc2ccccc2O)c(O)nc2n1CCCS2 | 0 | 4 | 3 | 4 | 2
4 | CC(=O)OC(C)CS(=O)(=O)c1ccccc1 (stereo not given) | 2 | 2 | 10 | -1 | 1
5 | Cc1nc2c(C#N)c(C)[nH]n2c(=O)c1Cc1ccccc1 | -1 | 1 | 7 | 6 | 0
6 | COc1cc(/C=C/C(=O)OCC(=O)NCCc2ccccc2)ccc1OC(F)F | 4 | 2 | -7 | -4 | 0
7 | CCOC(=O)N1CCN(C(=O)c2ccc3c(=O)n(CCc4ccccc4)c(=S)[nH]c3c2)CC1 | -5 | -9 | 6 | 4 | -1
8 | CCN1C(=O)c2cccc3c(NC(=O)c4cccc(N5C(=O)CCC5=O)c4)ccc1c23 | 8 | -1 | -2 | 2 | 1
9 | N#Cc1cc(O)c(-n2nnc3ccccc32)cc1C#N | -1 | -5 | -4 | 0 | 7
10 | CCN(CC)S(=O)(=O)c1ccc(NN=C2CCN(C(C)C)CC2)c([N+](=O)[O-])c1 | 2 | 9 | -2 | 4 | 2
11 | COc1cccc(COC(=O)c2ccc3c(=O)n4c(nc3c2)CCC4)c1OC | -9 | -3 | 0 | -10 | 1
12 | CCC(=O)N1CCc2cc(Br)cc(S(=O)(=O)NCCN3CCCCC3C)c21 (stereo not given) | -1 | -7 | -2 | 5 | 1

cpd | pPAFAH inh | MCL1 BIM primary | Fam108B inh | MEX-5 binding
1 | 4 | -3 | 6 | 0.0
2 | -5 | 11 | -7 | 2.7
3 | -3 | 3 | 1 | 0.8
4 | 0 | 3 | -8 | -2.3
5 | 6 | 9 | 1 | 0.3
6 | 6 | -7 | 4 | 0.7
7 | -1 | 1 | 1 | -0.1
8 | 6 | 4 | 2 | 1.0
9 | 2 | -8 | -3 | -1.1
10 | 7 | 4 | 8 | 0.0
11 | -18 | -22 | -8 | 3.3
12 | 5 | 7 | 5 | -1.2

In another format: results already given.
#7 CCOC(=O)N1CCN(C(=O)c2ccc3c(=O)n(CCc4ccccc4)c(=S)[nH]c3c2)CC1
#3 O=c1c(Cc2ccccc2O)c(O)nc2n1CCCS2
#6 COc1cc(/C=C/C(=O)OCC(=O)NCCc2ccccc2)ccc1OC(F)F

compound no.	7	3	6
PME-1 inh	-5	0	4
PAFAH1B2 inh	-9	4	2
GLD-1 RNA inh	6	3	-7
Bcl-xL primary	4	4	-4
AHR act	-1	2	0
pPAFAH inh	-1	-3	6
MCL1 BIM primary	1	3	-7
Fam108B inh	1	1	4
MEX-5 binding	-0.1	0.8	0.7

A few values from the entries so far.
Bcl-xL primary, compound 10 stands at 4
AHR act, compound 2 stands at 2
GLD-1 RNA inh, compound 6 stands at -7
GLD-1 RNA inh, compound 3 stands at 3
PAFAH1B2 inh, compound 1 stands at 3

The results go on:
cpd | structure | PME-1 inh | PAFAH1B2 inh | GLD-1 RNA inh | Bcl-xL primary | AHR act
13 | O=C(Cc1ccccc1)NCC(=O)OCC(=O)c1cccc([N+](=O)[O-])c1 | 0 | 0 | 7 | 0 | -3
14 | CCN(Cc1ccccc1)C(=O)C1CCN(c2ncnc3c2nc2n3CCCCC2)CC1 | 9 | 8 | -2 | 8 | 3
15 | O=C(c1cc(-c2ccc(Cl)cc2)n[nH]1)N1CCc2ccccc2C1 | 0 | 3 | -6 | 7 | 27
16 | Cc1ccc(C(=O)CSc2nc3ccccc3o2)cc1 | 2 | -1 | 0 | 2 | 1
17 | CC1CCc2nc3ccccc3c(C(=O)OCC(=O)N(C)C3CCS(=O)(=O)C3)c2C1 (stereo not given) | -5 | 1 | -2 | 0 | 7
18 | COc1ccc(/C(N)=N/OC(=O)CSc2ccccc2)cc1OC | 1 | 23 | 6 | 5 | 1
19 | NC(=O)COC(=O)CN1C(=O)C2CCCCC2C1=O (stereo not given) | -2 | 2 | 2 | 5 | 0
20 | COc1ccc(C)cc1S(=O)(=O)N(C)CC(=O)N1CCCCC1 | -2 | 0 | 3 | -1 | -1
21 | CCOc1ccccc1C1NC(=O)NC(C)=C1C(=O)OC1CCCCC1 (stereo not given) | 13 | 5 | 5 | -2 | -1
22 | Cc1nc(NC(=O)c2ccc3c(c2)OCO3)ccc1Br | -3 | 2 | 1 | 3 | 14
23 | Cc1ccc(CNC(=O)c2c(-c3ccccc3Cl)noc2C)cc1 | -3 | 5 | -1 | -1 | 13
24 | CCOCCCNC(=O)/C(C#N)=C/c1cc(OC)c(O)c([N+](=O)[O-])c1 | 10 | -1 | -1 | 3 | 1

cpd | pPAFAH inh | MCL1 BIM primary | Fam108B inh | MEX-5 binding
13 | 6 | 2 | 2 | 0.3
14 | -1 | 5 | 4 | 0.8
15 | 5 | 4 | -1 | -1.4
16 | 6 | -9 | -2 | 1.7
17 | -3 | 7 | -4 | ·
18 | 9 | 3 | -3 | -2.3
19 | 10 | 1 | -5 | -2.4
20 | 4 | -7 | -1 | -0.2
21 | 8 | 6 | 2 | 1.6
22 | 2 | -2 | 0 | 0.0
23 | -1 | -1 | -2 | 0.0
24 | 2 | 0 | 0 | 3.5

Carrying on.
cpd | structure | PME-1 inh | PAFAH1B2 inh | GLD-1 RNA inh | Bcl-xL primary | AHR act
25 | CCCN(C(=O)c1ccc(-n2cncn2)c([N+](=O)[O-])c1)C1CCS(=O)(=O)C1 (stereo not given) | 3 | 2 | -5 | 2 | -2
26 | O=C(COc1ccccc1)Nc1c2c(nn1-c1ccccc1)CS(=O)(=O)C2 | 3 | 2 | -19 | -11 | 5
27 | CCCN1CCC(NCC(C)c2ccccc2)CC1 (stereo not given) | 1 | 2 | 1 | 2 | -2
28 | COc1ccc(C)cc1NC(=O)C1CCCN(S(=O)(=O)c2ccc3c(c2)CCCN3C(C)=O)C1 (stereo not given) | -3 | -2 | 2 | -1 | -3

cpd | pPAFAH inh | MCL1 BIM primary | Fam108B inh | MEX-5 binding
25 | 6 | 0 | · | ·
26 | 3 | -24 | 0 | -0.1
27 | 0 | 13 | 0 | -0.8
28 | 6 | 3 | -1 | -2.1

Filtered by structure: the entries above with an aryl thioether with sulfur outside any ring (three)
cpd | structure | PME-1 inh | PAFAH1B2 inh | GLD-1 RNA inh | Bcl-xL primary | AHR act
2 | CCOc1ccc2cc(C#N)c(SCC(=O)N3CCC(C)CC3)nc2c1 | 0 | 3 | 6 | 10 | 2
16 | Cc1ccc(C(=O)CSc2nc3ccccc3o2)cc1 | 2 | -1 | 0 | 2 | 1
18 | COc1ccc(/C(N)=N/OC(=O)CSc2ccccc2)cc1OC | 1 | 23 | 6 | 5 | 1

cpd | pPAFAH inh | MCL1 BIM primary | Fam108B inh | MEX-5 binding
2 | -5 | 11 | -7 | 2.7
16 | 6 | -9 | -2 | 1.7
18 | 9 | 3 | -3 | -2.3

Whole records, looked up by structure.
`COc1cc(/C=C/C(=O)OCC(=O)NCCc2ccccc2)ccc1OC(F)F` is entered as PME-1 inh = 4; PAFAH1B2 inh = 2; GLD-1 RNA inh = -7; Bcl-xL primary = -4; AHR act = 0; pPAFAH inh = 6; MCL1 BIM primary = -7; Fam108B inh = 4; MEX-5 binding = 0.7
`O=C(Cc1ccccc1)NCC(=O)OCC(=O)c1cccc([N+](=O)[O-])c1` is entered as PME-1 inh = 0; PAFAH1B2 inh = 0; GLD-1 RNA inh = 7; Bcl-xL primary = 0; AHR act = -3; pPAFAH inh = 6; MCL1 BIM primary = 2; Fam108B inh = 2; MEX-5 binding = 0.3
